# High-throughput results as filed in PubChem.
# CCHFV vOTU inh: CCHFV vOTU protease inhibition | Pep-AMC fluorescence | inhibition, % at 11.5 µM | 0.55% of 370,000 active | AID 651958; in the data active = inhibition above about 30%; note: 0% = vehicle wells with enzyme and 100% = no enzyme wells
# Anthrax LF inh2: inhibitors of Bacillus anthracis lethal factor protease | multiplex microsphere protease cleavage assay, LF | inhibition, % at 10 µM | 0.12% of 360,000 active | AID 588501; note: plate controls were buffer without enzyme for full effect and enzyme alone for no effect
# PriA SSB inh: inhibitors of Klebsiella pneumoniae PriA binding to SSB C-terminal tail | AlphaScreen SSBct-PriA binding, biotinylated peptide | inhibition, % at 33 µM | 0.6% of 430,000 active | AID 1272365; in the data active = inhibition mostly above about 37%, no sharp cut-off; inactive = mostly below about 20%;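 note: plate controls were negative control peptide for no effect and reference peptide for full effect; strong numbers were not always called active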
# Yp Topo-I inh: inhibitors of Yersinia pestis topoisomerase I; Y. pestis Topo-I cleavage product accumulation, plate reader; activity, % at 10 µM; 0.064% of 360,000 active; AID 504884; in the data active = activity above about 50%, passing the limit was not always enough; inconclusive = no clear call, values can overlap the other calls; note: inactives centre near 2
# SARS 3CLpro inh: SARS-CoV 3CLpro protease inhibition. recombinant SARS-CoV 3CLpro, quenched FRET peptide cleavage. 0.14% of 290,000 active. inhibition, % at 6 µM. P0C6X7; in the data active = inhibition above about 12%
# VHR inh abs: DUSP3 (human) phosphatase inhibition; P51452; recombinant VHR phosphatase, pNPP absorbance; inhibition, % at 13.3 µM; 0.52% of 290,000 active; AID 1654; in the data active = inhibition above about 50%; note: some compounds called inactive have numbers as strong as hits
# BoNT A protease: blocks Botulinum neurotoxin A light chain protease; multiplex microsphere protease substrate cleavage, flow cytometry; inhibition, % at 10 µM; 0.17% of 360,000 active; AID 588499; note: plate controls were buffer without enzyme for full effect and enzyme alone for no effect
# BH1578 lux ind: inducers of Vibrio cholerae quorum light production without autoinducers. activation, % at 18.7 µM. V. cholerae BH1578 lux reporter, luminescence, 6 h. 0.16% of 350,000 active; in the data active = activation mostly above about 9.7%, no sharp cut-off; inconclusive = no clear call, values can overlap the other calls; inactive = mostly below about 3.7%; note: not every result past the cut was called active; inactives centre near 0; reference of the scale not given here
# PfHsp40 yeast: rescue of PfHsp40-mediated yeast toxicity | S. cerevisiae expressing PfHsp40, growth rescue, ATP luminescence | growth rescue, % at 12.5 µM | 0.68% of 340,000 active; in the data active = growth rescue above about 28%, passing the limit was not always enough; inconclusive = no clear call, values can overlap the other calls;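 note: yeast W303a lacking pdr1 and pdr3 grown in galactose medium; growth measured after three days at 30 °C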
# TcdB GH inh: inhibitors of Clostridioides difficile toxin B glycohydrolase | inhibition, % at 9.99 µM | TcdB glycohydrolase enzymatic assay, plate reader | P18177 | 0.24% of 350,000 active; in the data active = inhibition above about 10%
# Target sequence (P18177 whole entry, looked up): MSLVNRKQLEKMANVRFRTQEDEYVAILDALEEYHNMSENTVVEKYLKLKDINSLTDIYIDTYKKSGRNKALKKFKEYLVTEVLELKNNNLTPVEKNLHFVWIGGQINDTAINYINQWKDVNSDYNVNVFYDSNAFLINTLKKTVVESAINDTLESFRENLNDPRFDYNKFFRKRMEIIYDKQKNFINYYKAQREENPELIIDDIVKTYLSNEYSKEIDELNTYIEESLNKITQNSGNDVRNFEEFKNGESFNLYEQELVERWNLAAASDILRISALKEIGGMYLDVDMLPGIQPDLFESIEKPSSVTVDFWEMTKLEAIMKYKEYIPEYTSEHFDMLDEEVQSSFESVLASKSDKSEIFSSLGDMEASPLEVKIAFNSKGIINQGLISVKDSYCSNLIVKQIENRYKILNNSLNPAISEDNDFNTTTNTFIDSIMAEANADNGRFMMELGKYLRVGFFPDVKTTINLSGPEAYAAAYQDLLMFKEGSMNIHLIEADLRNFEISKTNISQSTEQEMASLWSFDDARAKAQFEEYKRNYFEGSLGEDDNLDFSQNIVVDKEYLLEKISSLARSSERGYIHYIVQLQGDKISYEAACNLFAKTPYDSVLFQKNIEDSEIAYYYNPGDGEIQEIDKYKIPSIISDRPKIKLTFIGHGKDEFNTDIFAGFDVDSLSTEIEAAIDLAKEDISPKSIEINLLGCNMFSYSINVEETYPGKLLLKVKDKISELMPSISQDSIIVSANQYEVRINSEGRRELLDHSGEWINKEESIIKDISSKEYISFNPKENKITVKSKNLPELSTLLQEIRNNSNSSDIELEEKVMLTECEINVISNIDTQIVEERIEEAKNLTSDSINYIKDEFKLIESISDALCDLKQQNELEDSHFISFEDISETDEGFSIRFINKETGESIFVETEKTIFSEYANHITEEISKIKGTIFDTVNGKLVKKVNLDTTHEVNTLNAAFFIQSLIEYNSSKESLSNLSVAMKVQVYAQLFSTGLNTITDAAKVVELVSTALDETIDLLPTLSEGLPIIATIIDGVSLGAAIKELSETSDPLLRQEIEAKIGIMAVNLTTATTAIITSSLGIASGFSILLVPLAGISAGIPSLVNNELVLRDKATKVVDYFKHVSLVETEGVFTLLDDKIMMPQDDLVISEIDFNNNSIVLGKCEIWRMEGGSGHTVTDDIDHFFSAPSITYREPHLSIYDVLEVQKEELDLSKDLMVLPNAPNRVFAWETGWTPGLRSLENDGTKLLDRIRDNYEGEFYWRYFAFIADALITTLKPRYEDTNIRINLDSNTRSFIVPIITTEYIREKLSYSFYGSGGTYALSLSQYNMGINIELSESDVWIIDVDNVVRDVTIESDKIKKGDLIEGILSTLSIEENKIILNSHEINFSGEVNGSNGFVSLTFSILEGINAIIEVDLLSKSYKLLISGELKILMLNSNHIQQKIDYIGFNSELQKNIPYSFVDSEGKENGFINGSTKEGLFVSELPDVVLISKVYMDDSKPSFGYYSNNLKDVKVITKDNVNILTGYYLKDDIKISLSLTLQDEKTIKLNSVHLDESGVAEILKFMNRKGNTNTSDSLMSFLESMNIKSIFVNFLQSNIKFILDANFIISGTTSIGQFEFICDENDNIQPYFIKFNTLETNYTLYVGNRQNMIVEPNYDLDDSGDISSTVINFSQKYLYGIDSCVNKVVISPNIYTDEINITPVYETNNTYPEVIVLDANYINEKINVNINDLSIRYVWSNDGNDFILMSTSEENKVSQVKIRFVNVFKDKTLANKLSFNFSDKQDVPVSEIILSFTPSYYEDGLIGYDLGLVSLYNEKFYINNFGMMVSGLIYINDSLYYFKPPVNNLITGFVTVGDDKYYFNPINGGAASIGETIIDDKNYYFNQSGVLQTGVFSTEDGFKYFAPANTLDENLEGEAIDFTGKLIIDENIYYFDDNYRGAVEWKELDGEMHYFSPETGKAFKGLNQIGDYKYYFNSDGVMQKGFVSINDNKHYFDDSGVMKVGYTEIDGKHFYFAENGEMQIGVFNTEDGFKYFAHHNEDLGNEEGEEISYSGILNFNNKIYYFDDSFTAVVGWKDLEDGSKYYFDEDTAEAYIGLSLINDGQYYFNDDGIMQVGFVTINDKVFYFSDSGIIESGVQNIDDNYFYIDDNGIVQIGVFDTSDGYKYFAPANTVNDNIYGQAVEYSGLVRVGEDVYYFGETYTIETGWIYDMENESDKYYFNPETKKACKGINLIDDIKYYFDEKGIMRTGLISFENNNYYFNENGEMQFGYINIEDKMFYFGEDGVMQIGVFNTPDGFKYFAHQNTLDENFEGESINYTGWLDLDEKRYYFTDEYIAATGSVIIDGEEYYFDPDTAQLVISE
# * = called active by the depositor; i = inactive; ? = inconclusive; / = not tested or not shown; & = joins results of further samples. Cut-off read from the data, not from the text of the source, unless noted: active = inhibition above about 30%; inconclusive = no clear call, values can overlap the other calls; inactive = below that. Only part of the results is shown; count on the stated rates, not on these rows.
# Values run as follows: CCHFV vOTU inh, Anthrax LF inh2, PriA SSB inh, Yp Topo-I inh, SARS 3CLpro inh, VHR inh abs, BoNT A protease, BH1578 lux ind, PfHsp40 yeast, TcdB GH inh
O=C(c1ccc(N2CC3CC(C2)c2cccc(=O)n2C3)c([N+](=O)[O-])c1)N1CCCC1 (stereo not given)
    3, 0, 2, 1, 0, 9, -1.0, -0.6, -2.2, 1.0
CN(CCNC(=O)c1ccc(CS(=O)(=O)c2ccc(Br)cc2)o1)CCc1ccccc1
    5, /, 5, 0, 3, -10, /, 0.0, -1.9, -0.5
COc1cc(C(=C(CC(=O)O)C(=O)O)c2ccc3c(c2)OCO3)cc(OC)c1OC
    -7, 2, -6, 6, /, /, -0.6, -1.1, -1.7, 8.5
CC(=O)C1=C(C)NC(SCC(N)=O)=C(C#N)C1c1sccc1C (stereo not given)
    -2, 2, 3, -2, 1, 40, 0.4, -0.6, -0.3, 0.5
COCc1cc(C)nc2sc(C(=O)OC(C)C)c(N)c12
    12, 0, -76, -4, 1, 7, 0.3, -0.4, -0.2, /
NS(=O)(=O)c1cccc(NC(=O)CSc2nnc(NC3CC3)s2)c1
    3, -1, /, -5, /, /, -0.1, -4.5, /, 1.4
Cc1ccc(C)n1-c1sccc1C(=O)O
    /, 0, -9, -19, -3, -7, -0.1, i, 2.0, /
Cc1cnc(C(=O)OCC(=O)Nc2ncc(Cl)cc2Cl)cn1
    4, -5, -3, -3, /, /, -0.1, 1.3, 5.7, -0.4
CCOC(=O)N1CCC(Nc2c(N3CCN(c4cccc(C(F)(F)F)c4)CC3)c(=O)c2=O)CC1
    -12, 1, 5, 27, -4, -12, 0.1, -0.2, 0.2, /
O=C(Nc1nnc(C2CC2)s1)C1CCCCC1
    0, -5, -2, 5, /, /, 0.3, -0.4, -0.3, 0.9
O=C1CSC(c2cccc(F)c2)N1c1c(F)cccc1F (stereo not given)
    -2, 3, -1, 4, 2, -8, -1.4, -7.7, 0.2, -0.9
COC(=O)CN1C(=O)COc2ccc(S(=O)(=O)N3CCCCCC3)cc21
    -14, 3, -3, -2, 1, -17, 1.2, -0.4, -0.4, 0.8
C/C(=N/N=C1/NC(=O)CC(C(=O)Nc2ccccc2)S1)c1cccs1 (stereo not given)
    12, -2, /, 6, -3, 7, -0.7, /, 3.4, -0.3
Cn1c(-c2c(N)n(CCc3ccccc3)c3nc4ccccc4nc23)nc2ccccc21
    /, 0, -108, -5, -2, 2, 6.3, -0.1, -1.3, 0.5
COc1ccccc1N1CCN(Cc2cc3c(cc2Br)OCCO3)CC1
    -3, -2, 12, 11, -1, 36, 0.5, -0.4, 0.5, 1.3
COc1ccc(CC2c3cc(OC)c(OC)cc3CCN2C)cc1O (stereo not given)
    -5, 7, -1, 0, -6, 9, -0.2, 1.6, -1.2, 1.1
OC(c1ccc(Cl)cc1)c1ncc(-c2cccc(F)c2)[nH]1 (stereo not given)
    0, 1, /, -8, /, /, -0.6, i, /, 2.1
Cc1cc(F)cc(-c2cc(C(=O)NCc3ccc(C(F)(F)F)cc3)[nH]n2)c1
    17, -3, /, -5, /, /, 0.0, i, /, 1.2
Cc1c(NC(=O)CSc2ncccn2)c(=O)n(-c2ccccc2)n1C
    -4, -2, 4, 1, -2, 19, -0.4, -0.9, -1.2, 1.5
COc1cc(/C=C2\CCCc3c2nc2ccccc2c3C(=O)O)cc([N+](=O)[O-])c1O
    21, -5, 1, 11, 2, 12, -5.2, -2.2, -0.1, -0.8
Cc1cc(NC(=O)c2oc3ccccc3c2C)ccc1-n1cnnn1
    2, 2, -7, 0, -4, 24, -0.4, -4.5, -1.4, 6.8
O=C(/C=C/c1cccs1)Nc1sc2c(c1C(=O)O)CCCC2
    28, -2, 3, -3, 9, 12, -0.6, -0.2, -0.2, 3.8
CSc1ccccc1C(=O)N1CCN(S(=O)(=O)c2sc(C(=O)O)c(C)c2C(=O)O)CC1
    23, -1, 3, -1, /, /, 0.3, 1.5, 0.6, -1.1
NCCCN1CCOCC1
    2, 0, 5, 3, 6, 8, 0.9, i, -1.4, /
Cc1ccc(OCCOc2cccc3ccc(C)nc23)c([N+](=O)[O-])c1
    14, -3, 6, 22, 3, 5, -0.2, -0.6, 0.4, 0.8
O=C(C(=O)N1CCCCC1)c1c(-c2ccccc2)[nH]c2ccccc12
    8, -9, 1, 3, -1, /, -5.4, -0.5, /, -0.5
Cc1ccc(N/C=C2\C(=O)C3(C)CCC2C3(C)C)cc1C (stereo not given)
    -7, -11, /, 0, 1, 4, 0.9, 2.5, 0.6, -0.2
Cc1ccc(C(=O)N/N=C/c2cc(C)n(-c3ccc(Br)cc3)c2C)cc1[N+](=O)[O-]
    2, -5, /, -5, 7, 16, -0.5, -0.2, -0.7, /
Nc1[nH]c(C(=O)c2ccccc2)c(-c2ccc([N+](=O)[O-])cc2)c1C(=O)NCCc1c[nH]c2ccccc12
    14, -9, /, /, /, /, -0.5, /, /, 2.4
CC1(C)CC(=O)C2=C(C1)NC1=C(C(=O)c3ccccc31)C2c1cccnc1 (stereo not given)
    -4, 1, 5, 3, 1, 12, 0.9, -0.2, -0.6, 2.0

# Quoted from the listing:
# COCc1cc(C)nc2sc(C(=O)OC(C)C)c(N)c12 in CCHFV vOTU inh reads 12
# C/C(=N/N=C1/NC(=O)CC(C(=O)Nc2ccccc2)S1)c1cccs1 (stereo not given) in VHR inh abs reads 7
# CN(CCNC(=O)c1ccc(CS(=O)(=O)c2ccc(Br)cc2)o1)CCc1ccccc1 in PriA SSB inh reads 5

# Results in BoNT A protease and BH1578 lux ind (2 entries from above):
smiles	BoNT A protease	BH1578 lux ind
O=C(Nc1nnc(C2CC2)s1)C1CCCCC1	0.3	-0.4
O=C1CSC(c2cccc(F)c2)N1c1c(F)cccc1F (stereo not given)	-1.4	-7.7

# (listing goes on)
# Values run as follows: CCHFV vOTU inh, Anthrax LF inh2, PriA SSB inh, Yp Topo-I inh, SARS 3CLpro inh, VHR inh abs, BoNT A protease, BH1578 lux ind, PfHsp40 yeast, TcdB GH inh
COc1ccccc1NNC(=O)C(O)(c1ccccc1)c1ccccc1
    9, -2, 6, -3, 1, 9, -1.1, -0.5, 0.9, 3.5
CCCOc1ccc(N2C(=O)CC(N(Cc3ccco3)C(=O)CCC(=O)O)C2=O)cc1 (stereo not given)
    -13, 4, -12, 8, 2, 1, -1.5, -0.3, 1.0, 0.7
O=C(CN1CCOCC1)N1CCCc2c1c(=O)oc1ccc(OCc3ccccc3)cc21
    -12, 0, 0, 11, -9, -5, -1.2, 0.3, -0.4, /
CCCc1cc(C(=O)N2CCCC(Cc3cccc(Cl)c3)(C(=O)OCC)C2)n(C)n1 (stereo not given)
    25, -1, -11, -5, 6, 5, -0.9, -0.4, 2.1, 2.6
COC(=O)c1c(C)n(Cc2ccco2)c2ccc(O)cc12
    5, -2, 15, 1, 0, 0, -7.6, -0.2, ?, 1.4
NCCCCCc1cn([C@@H](CCC(=O)O)C(=O)NCCCCCCCCCCC(=O)N2CCNCC2)nn1
    1, -3, 1, -9, /, /, 0.4, 3.2, 1.4, 0.1
CCOC(=O)C1=C(CC)Nc2ccccc2N=C1NC(=O)c1ccc(OC)c(S(=O)(=O)N2CCOCC2)c1
    10, 6, -4, 10, /, /, 0.6, i, -1.2, -0.6
CCOC(=O)C1=C(COC(=O)c2c(OC)cccc2OC)NC(=O)NC1C (stereo not given)
    -2, -1, -14, 3, /, /, 0.8, -0.7, 1.4, 1.4
Cc1cc(C)cc(C(=O)NC(=S)Nc2ccc3[nH]c(=O)[nH]c3c2)c1
    -4, 4, 21, 1, 0, -7, 1.3, -0.5, 0.2, /
Cc1cccc(C(=O)Nc2ccc(O)c3c(=O)cc(-c4ccccc4Cl)oc23)c1
    7, -4, -10, 7, 4, 4, -0.5, -0.4, 0.3, 1.2
COc1ccc(N=C(C)c2c(O)n(C3CCCCC3)c(=O)[nH]c2=O)c(OC)c1
    15, -4, 0, -3, 1, -4, -0.1, 2.3, -0.7, /
O=C(NCCc1ccccc1)C(=O)NCC1CCCO1 (stereo not given)
    11, 4, -3, 1, -5, 33, 0.5, -1.8, -0.2, -1.3
Cc1c(CC(=O)O)c(=O)oc2c(C)c(OCc3ccccc3Br)ccc12
    -8, -2, -2, 1, 3, 14, -4.8, 1.9, -3.3, 1.3
Cc1cccc(C)c1NC(=O)COC(=O)CCc1c[nH]c2ccccc12
    5, 4, 10, 12, /, /, 1.1, i, -0.8, 1.3
CCS(=O)(=O)N1CCN(Cc2nc3ccccc3c(=O)[nH]2)CC1
    8, -1, -8, 2, -6, 7, 0.0, i, 1.5, /
CCOc1ccc(-c2c(C(=O)N/N=C/c3cccc(Br)c3)nnn2-c2nonc2N)cc1
    21, /, /, -10, 4, 2, /, 0.0, -0.4, -0.5
CCC(=O)NC1CCN(C(=S)NC)CC1
    -6, -3, -3, -2, 3, 3, 0.6, -0.5, -1.8, 0.6
CC1=CSC2=NC(=O)/C(=C\c3cccn3-c3ccccc3)C(=N)N12
    2, -6, 1, -4, 6, 4, -2.5, -0.2, 1.5, /
CCN(CC(=O)NCc1cccs1)C(=O)c1cc(S(=O)(=O)NCc2ccccc2)ccc1C
    -4, -1, -1, 18, /, /, 2.5, i, -0.3, 0.9
COC(=O)Cc1ccc(OC2(C)CCN(Cc3ccccc3)C2)cc1 (stereo not given)
    9, -1, /, 3, /, /, -0.1, i, /, 1.2
COc1ccccc1NS(=O)(=O)c1c(C)[nH]c(C)c1C(=O)N1CCCC1
    -8, -3, -4, 11, -3, 32, -1.4, -0.3, -0.3, 4.0
COc1ccc(CNC(=O)Cc2cccs2)cc1
    /, -8, -8, -1, 4, 8, 4.2, i, -1.3, /
CCOC(=O)c1cnc(-n2nc(C)cc2C)nc1NCc1ccc2c(c1)OCO2
    4, 0, -4, -5, 0, 3, -0.6, -3.4, 18, /
Nc1c(Br)c(=O)[nH]c(=O)n1-c1ccccc1
    -4, 12, -15, 3, -1, 10, -6.6, 0.6, -1.1, 1.6
N#CC1=C(S)N(c2ccc(F)cc2)C2(CCCCC2)NC1=O
    -3, 4, -1, 9, 2, -7, 0.4, i, -0.2, 0.3
O=C1CC(NS(=O)(=O)c2ccccc2F)CN1c1ccc2c(c1)OCCO2 (stereo not given)
    9, /, -8, 0, /, /, /, -0.3, 0.7, 3.1
Cc1cc(C)nc(SCc2nnc(SCC(=O)O)n2-c2ccccc2)n1
    24, 2, 0, 0, -1, 33, 0.3, 0.4, 0.0, -1.9
O=C(NCc1ccccn1)C(=O)C1C(=O)Nc2ccccc21 (stereo not given)
    -14, 0, -13, -1, 7, -11, -0.2, -1.5, 1.1, 1.0
NS(=O)(=O)c1ccc(N2N=C(c3ccc(Br)cc3)CC2c2ccc(F)cc2)cc1 (stereo not given)
    -84, 5, -30, 22, 3, -5, 2.3, -0.1, -1.5, /
Cc1c(CCOC(=O)C2C3CC4CC(C3)CC2C4)sc[n+]1CC(=O)c1ccc(Br)cc1 (stereo not given)
    8&-1, 1&-2, 19, -3&-9, -3, 3, 0.1&1.0, -3.4, 1.2&-0.5, 0.5
c1ccc(Oc2cc(-c3ccccc3)nc(-c3ccccc3)n2)cc1
    -3, -2, -14, -1, 4, 30, -0.9, -0.2, -0.6, -0.7
COc1ccc(Cc2c(-c3ccco3)nc3ccc(Cl)cn23)c(C)c1
    -6, 11, /, /, /, /, 5.8, /, /, 0.8
O=C(CC12CC3CC(CC(C3)C1)C2)NCc1ccco1
    6, -2, -3, 3, 5, 16, 0.4, i, -0.2, -1.0
Cc1cccc(-n2c(O)c(C=Nc3cc(O)ccc3C)c3ccccc3c2=O)n1
    -7, 0, -5, 6, 8, 17, -0.6, -0.3, 0.7, 0.7
O=C(Nc1ccc(N2CCN(Cc3ccccc3)CC2)cc1)c1ccco1
    24, -3, 6, 15, -8, 22, 2.5, 1.5, -2.4, -0.5
O=C(COc1ncnc2sccc12)NC1CCS(=O)(=O)C1 (stereo not given)
    3, -8, -10, -1, 3, -15, -0.4, -0.9, -0.4, 1.2
